Assay outcomes deposited in PubChem by Broad Institute.
PAX8 inh HTS = PAX8 transcriptional activity inhibition; RMG-I TPO-luciferase reporter, SteadyGlo, 24 h; inhibition, % at 12.6 µM; 360,000 compounds, 1.2% hits; AID 652154;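 active = mean replicate inhibition at least 60% with every replicate also reaching 60%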;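 also: luciferase light reporting Pax8 driven TPO promoter activity; plate controls were median of neutral control wells for no effect and mitoxantrone controls for full effect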
LGR2 inh = blocks bursicon-induced cAMP signaling via Drosophila LGR2; HEK293 LGR2, CRE-luciferase, bursicon-stimulated, 4 h; 380,000 compounds, 0.35% hits; inhibition, % at 9.99 µM; AID 720647;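 active = drop in luminescence signal, shown as inhibition above about 50% in the replicate tests, limit read from the data, passing the limit was not always enough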;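 also: agonist challenge used bursicon conditioned medium at about half maximal strength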
Cneo AK release = causes C. neoformans cell lysis. 360,000 compounds, 0.2% hits. lysis activity, % at 15 µM. AID 651654. adenylate kinase release luminescence, 4 h; normalised: neutral wells 0, clomiphene wells 100;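 active = mean lysis activity across replicates of at least 80%, whatever share of replicates individually reach that level; inactive = mean lysis activity below 80%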
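Material: C. neoformans cells; Schedule: 4 h static compound exposure, 37 °C, read 1 h post-reagent; Measured by: adenylate kinase release luminescence; Read-out: signal increase indicating cell lysis; Controls: Clomiphene as positive lysis control.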
FN deposition inh = fibronectin deposition inhibition. inhibition, % at 12.6 µM. 350,000 compounds, 0.086% hits. AH1F fibroblasts, Alexa488-fibronectin deposition fluorescence, overnight;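 active = mean inhibition across replicates of 30% or more, regardless of how many single replicates reach that level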;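 also: positive control wells lacked labelled fibronectin entirely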
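test system = AH1F fibroblasts assembling fluorescent fibronectin matrix | quantity = 10000 AH1F cells per well | buffer or medium = DMEM plus 2% serum, read in PBS | doses = single dose, pinned | incubation = 1 h cell attachment, overnight exposure to compound and label | detection = fluorescence at 485 nm excitation, 525 nm emission | read-out basis = inhibition from reduced deposited-fibronectin fluorescence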
CASP6 VEID inh = caspase-6 (human) enzyme inhibition. purified caspase-6, Z-VEID-R110 cleavage fluorescence. inhibition, % at 12.5 µM. 350,000 compounds, 0.53% hits;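 active = mean inhibition across replicates at least about 35%, with every replicate also reaching that limit, limit read from the data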;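 also: 0% = median of neutral control wells and 100% = no fluorescence left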
Target sequence (P55212 24-179 limits assumed): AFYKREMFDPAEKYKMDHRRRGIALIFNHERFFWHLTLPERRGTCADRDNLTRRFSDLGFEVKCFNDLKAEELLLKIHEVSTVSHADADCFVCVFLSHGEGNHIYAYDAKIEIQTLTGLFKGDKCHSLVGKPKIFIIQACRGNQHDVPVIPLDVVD
Target sequence (P55212 194-293 limits assumed): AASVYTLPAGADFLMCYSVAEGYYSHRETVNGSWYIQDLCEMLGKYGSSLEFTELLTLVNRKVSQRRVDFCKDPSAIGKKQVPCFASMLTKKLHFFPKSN
PGC1a acetyl inh = modulators of PGC1a acetylation; U2OS PGC1a acetylation, AlphaScreen anti-acetyl-lysine; with virally co-expressed GCN5 acetyltransferase; inhibition, % at 15.6 µM; 350,000 compounds, 0.17% hits; AID 651687;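 active = every replicate shows inhibition of at least 40%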;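 also: 0% = neutral control wells and 100% = positive control wells; some results beyond the cut were filed as inactive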
EWS-Fli inh = inhibitors of EWS/Fli oncoprotein transcriptional activity; A673 NR0B1-luciferase reporter, viability-normalised; inhibition, % at 12.6 µM; 350,000 compounds, 0.67% hits; AID 651661;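 active = mean inhibition of at least 50% after viability correction, with every replicate also passing that limit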;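 also: firefly luciferase signal divided by Alamar Blue viability fluorescence both relative to DMSO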
miR-122 sensor = blocks miR-122 activity in Huh7 sensor cells; Huh7 miR-122 Renilla luciferase sensor, 48 h; neutral wells = 0, positive control = 100; activation (reporter increase), % at 12.5 µM; 340,000 compounds, 0.3% hits;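 active = mean replicate activation score at least 90 and every replicate individually at or above 90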;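 also: higher luciferase means less miR-122 activity so hits act as miR-122 inhibitors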
Starred values were filed as active, the others as inactive; / = not tested or not shown; [ ] = dose if it differs, or a comment.

The first eight records, ahead of the listing:
1	Cc1ccc(C(=O)OCCn2cc(C#N)c(=O)[nH]c2=O)cc1
2	Cc1c(NC(=O)/C(C#N)=C/c2ccc(-c3ccc(Cl)c(Cl)c3)o2)c(=O)n(-c2ccccc2)n1C
3	C[C@H]1CN([C@@H](C)CO)C(=O)Cc2cc(NC(=O)Nc3ccc4c(c3)OCO4)ccc2O[C@H]1CN(C)S(=O)(=O)c1ccc(F)cc1
4	Cc1nn(C)c(C)c1S(=O)(=O)N1CCC(C(=O)NCCC2=CCCCC2)CC1
5	O=C(Nc1ccc(F)cc1F)c1ccc(S(=O)(=O)NCc2ccco2)cc1
6	Cc1cccnc1NC(=O)c1ccc(OCC2CCCO2)cc1 (configuration not stated)
7	CCc1cc2c(cc3c(=O)n(CC(=O)NCCCN4CCCCCC4)nc(CC)n32)s1
8	CCN1C(=O)N[C@@H](c2ccccc2)[C@H](C(=O)OC)[C@H]1C
Compound | 1 | 2 | 3 | 4 | 5 | 6 | 7 | 8
PAX8 inh HTS | -5 | 40 | / | 4 | 5 | -55 | 6 | 2
LGR2 inh | -36 | 22 | 15 | -5 | 5 | -4 | 1 | -4
Cneo AK release | / | / | / | 2 | 7 | -3 | 1 | -1
FN deposition inh | / | 2 | 0 | 4 | 2 | -2 | -1 | 0
CASP6 VEID inh | 1 | -1 | -1 | -2 | -1 | -207 | -26 | /
PGC1a acetyl inh | / | / | 0 | 3 | 4 | 5 | 0 | /
EWS-Fli inh | 6 | 1 | 53* | 0 | 10 | -25 | 8 | -4
miR-122 sensor | / | / | 59[16.7 µM] | / | 18 | -3 | -3 | /

This part in full, repeating the preview:
1	Cc1ccc(C(=O)OCCn2cc(C#N)c(=O)[nH]c2=O)cc1
2	Cc1c(NC(=O)/C(C#N)=C/c2ccc(-c3ccc(Cl)c(Cl)c3)o2)c(=O)n(-c2ccccc2)n1C
3	C[C@H]1CN([C@@H](C)CO)C(=O)Cc2cc(NC(=O)Nc3ccc4c(c3)OCO4)ccc2O[C@H]1CN(C)S(=O)(=O)c1ccc(F)cc1
4	Cc1nn(C)c(C)c1S(=O)(=O)N1CCC(C(=O)NCCC2=CCCCC2)CC1
5	O=C(Nc1ccc(F)cc1F)c1ccc(S(=O)(=O)NCc2ccco2)cc1
6	Cc1cccnc1NC(=O)c1ccc(OCC2CCCO2)cc1 (configuration not stated)
Compound | 1 | 2 | 3 | 4 | 5 | 6
PAX8 inh HTS | -5 | 40 | / | 4 | 5 | -55
LGR2 inh | -36 | 22 | 15 | -5 | 5 | -4
Cneo AK release | / | / | / | 2 | 7 | -3
FN deposition inh | / | 2 | 0 | 4 | 2 | -2
CASP6 VEID inh | 1 | -1 | -1 | -2 | -1 | -207
PGC1a acetyl inh | / | / | 0 | 3 | 4 | 5
EWS-Fli inh | 6 | 1 | 53* | 0 | 10 | -25
miR-122 sensor | / | / | 59[16.7 µM] | / | 18 | -3

7	CCc1cc2c(cc3c(=O)n(CC(=O)NCCCN4CCCCCC4)nc(CC)n32)s1
8	CCN1C(=O)N[C@@H](c2ccccc2)[C@H](C(=O)OC)[C@H]1C
9	Cc1ccc(/C=N/NC(=O)CN(Cc2ccccc2)S(=O)(=O)c2ccc3c(c2)OCCO3)cc1
10	CC(=O)Nc1ccc(NC(=O)CSc2nnnn2C2CCCCC2)cc1
11	CC1(C)CC(=O)C2=C(C1)OC1=C(C(=O)CC(C)(C)C1)C2c1cccc([N+](=O)[O-])c1
12	COc1cc(Cl)c(S(=O)(=O)N2CCN(Cc3ccc4c(c3)OCO4)CC2)cc1Cl
Compound | 7 | 8 | 9 | 10 | 11 | 12
PAX8 inh HTS | 6 | 2 | 29 | -8 | 2 | -13
LGR2 inh | 1 | -4 | 0 | 10 | 12 | -7
Cneo AK release | 1 | -1 | -2 | -2 | 0 | -1
FN deposition inh | -1 | 0 | -4 | 1 | -2 | -14
CASP6 VEID inh | -26 | / | -1 | -2 | 1 | 1
PGC1a acetyl inh | 0 | / | -3 | 14 | -11 | -4
EWS-Fli inh | 8 | -4 | -10 | 4 | 4 | 4
miR-122 sensor | -3 | / | 38 | -4 | -4 | 0

13	O=C(C[C@@H]1C[C@H]2c3cc(NC(=O)Cc4ccncc4)ccc3O[C@H]2[C@@H](CO)O1)NCc1ccc2c(c1)OCO2
14	Cc1cc(C)n(CC(C)Nc2nc3nonc3nc2N2CCCCC2)n1 (configuration not stated)
15	COc1ccc(C(=O)NCCn2ccc3ccccc32)c(OC)c1
16	Cc1cc(C)c2nc(Cl)c(CN(Cc3ccco3)C(=O)Nc3ccccc3C)cc2c1
17	CCCCNC(=O)C[C@H]1C[C@@]2(C(=O)OC)C(=C[C@H](C(C)(C)C)O[C@@H]2C)N(Cc2ccccc2)C1=O
18	COCC(=O)N(C)C[C@@H]1Oc2cc(C#Cc3ccccc3)ccc2S(=O)(=O)N([C@@H](C)CO)C[C@H]1C
Compound | 13 | 14 | 15 | 16 | 17 | 18
PAX8 inh HTS | 9 | 9 | / | / | -15 | /
LGR2 inh | -3 | 25 | -8 | -11 | 16 | 0
Cneo AK release | 0 | -25 | -1 | -1 | / | 55
FN deposition inh | / | / | / | / | 7 | -6
CASP6 VEID inh | 3 | -2 | -2 | 3 | 0 | 3
PGC1a acetyl inh | 0 | 11 | -4 | 8 | / | -1
EWS-Fli inh | 7 | 1 | -89 | 56* | 5 | -8
miR-122 sensor | 1[16.7 µM] | -7 | -2 | 20 | / | -7[16.7 µM]

19	C[C@H](CO)N1C[C@H](C)[C@@H](CN(C)C(=O)c2cnccn2)Oc2ncc(C#CCC3CCCC3)cc2C1=O
20	C#Cc1cccc(C(=O)NC2CCCN(C3Cc4ccccc4C3)C2)c1 (configuration not stated)
21	COc1ccc(OC)c(CN2C(=O)CCC2(C)C(=O)NC2CCCCCC2)c1 (configuration not stated)
22	O=C1CCC[C@@H]2[C@@H](Cc3ccccc3)[C@H](N3CCN(c4ccccc4)CC3)C[C@@H]3CCN1[C@@H]32
23	C[C@@H]1CN([C@@H](C)CO)C(=O)Cc2cc(NC(=O)CCCCCC(=O)Nc3ccccc3N)ccc2O[C@@H]1CN(C)S(=O)(=O)c1ccc(Cl)cc1
24	CCc1cc2c(SCC(=O)c3ccc(C)cc3)ncnc2s1
Compound | 19 | 20 | 21 | 22 | 23 | 24
PAX8 inh HTS | / | 22 | -13 | -3 | 4 | /
LGR2 inh | 2 | 7 | / | 21 | -19 | -11
Cneo AK release | 2 | 0 | -3 | -1 | / | -1
FN deposition inh | -19 | -10 | / | 0 | / | /
CASP6 VEID inh | 0 | -1 | / | 3 | / | -1
PGC1a acetyl inh | -4 | -1 | -23 | 4 | -2 | 6
EWS-Fli inh | -3 | 12 | / | -42 | 17 | /
miR-122 sensor | 6[16.7 µM] | 5 | 0 | 0 | -2[16.7 µM] | -3

25	CNC(=O)CC1C(=O)N(C)C(=S)N1NC(=O)c1ccc(Cl)cc1 (configuration not stated)
26	CC(C)(C)C(=O)Nc1ccc(C(=O)NNC(=O)c2ccccc2)cc1
27	C/C=C/c1ccc([C@H]2[C@@H](CO)N(C(=O)CC)[C@H]2CN(C)C(=O)NC(C)C)cc1
28	Cc1nc(CNS(=O)(=O)c2cc(F)ccc2F)cs1
29	CC1CN(C(=O)CCC(=O)NCc2ccccc2)c2cc(Cl)ccc2O1 (configuration not stated)
30	CCOc1ccccc1NC(=S)Nc1ncccc1C
Compound | 25 | 26 | 27 | 28 | 29 | 30
PAX8 inh HTS | / | -23 | / | / | 3 | 19
LGR2 inh | -1 | 25 | 1 | / | -12 | -21
Cneo AK release | 0 | -1 | / | 2 | 1 | 12
FN deposition inh | / | 0 | -14 | -1 | 5 | -4
CASP6 VEID inh | / | 1 | -4 | / | 1 | -4
PGC1a acetyl inh | -5 | 5 | / | 3 | -7 | 2
EWS-Fli inh | / | -40 | -5 | / | 4 | 26
miR-122 sensor | -6 | -9 | / | -1 | -2 | 7

(cont.)
no. | structure | PAX8 inh HTS | LGR2 inh | Cneo AK release | FN deposition inh | CASP6 VEID inh | PGC1a acetyl inh | EWS-Fli inh | miR-122 sensor
31 | O=C1COc2cc(S(=O)(=O)CCC(=O)N3CCCCC3)c(Cl)cc2N1 | -13 | 8 | -1 | -2 | -1 | -8 | -3 | -5
32 | COc1ccc(NC(=O)CC(C(=O)O)C(C)c2ccccc2)cc1 (configuration not stated) | 7 | 0 | 0 | 2 | -2 | -10 | 5 | -4
33 | O=C(C[C@@H]1C[C@@H]2c3cc(NC(=O)Nc4ccccc4F)ccc3O[C@@H]2[C@H](CO)O1)NCc1cc(F)ccc1F | -14 | 12 | 43 | 2 | 2 | / | 1 | 13[16.7 µM]
34 | NC(=S)N/N=C\c1ccccc1OCc1ccccc1 | 2 | 13 | 18 | / | 4 | -16 | 28 | -11
35 | O=c1c2cn[nH]c2nc(SCc2cc(=O)n3cc(Br)ccc3n2)n1-c1ccc(Br)cc1 | 19 | 11 | / | 8 | 3 | 4 | 13 | /
36 | COC(=O)c1ccccc1NC(=O)C1=CC(c2cccs2)=NS(=O)(=O)N1C | -10 | 19 | 2 | 8 | -3 | -4 | 9 | -4
37 | COc1cc(C2c3cc4c(cc3OC(N3CCOCC3)C2C)OCO4)cc(OC)c1OC(C)=O (configuration not stated) | -15 | 6 | / | 0 | -2 | 3 | 1 | 0
38 | CCCCN(C(=O)COC(=O)CSc1ccc([N+](=O)[O-])cc1)c1c(N)n(CCC)c(=O)[nH]c1=O | / | 8 | / | 2 | 2 | / | -4 | /
39 | Cc1ccc(CNC(=O)C2CCCN(S(=O)(=O)c3c(C)[nH]c(=O)[nH]c3=O)C2)cc1 (configuration not stated) | 0 | 8 | / | 0 | -3 | / | -3 | /
40 | CCNC(=O)C[C@H]1CC[C@@H]2[C@H](COC[C@H](O)CN2Cc2ccccc2F)O1 | 8 | 0 | -2 | -3 | -4 | 6 | -3 | 5[16.7 µM]
41 | O=C1N/C(=N\N=C\c2ccco2)SC1Cc1ccc(F)cc1 (configuration not stated) | 9 | 17 | / | -3 | 4 | 2 | 5 | /
42 | O=C(Nc1cccc(O)c1)C1CC(c2cccc(Br)c2)=NO1 (configuration not stated) | -43 | -15 | 2 | -4 | -4 | 10 | 15 | -8
43 | C[C@H](CO)N1C[C@H](C)[C@H](CN(C)CC2CCOCC2)Oc2ncc(C#C[C@@H](C)O)cc2C1=O | 12 | -11 | -1 | 6 | 0 | 8 | -1 | 31[16.7 µM]
44 | C[C@@H]1CCCCO[C@@H](CN(C)C)[C@@H](C)CN([C@H](C)CO)C(=O)c2cc(N(C)C)ccc2O1 | -19 | -6 | / | / | / | -5 | -2 | -2[16.7 µM]
45 | COc1ccc(NC(=O)COC(=O)COc2ccc(Br)cc2)cc1 | -3 | 11 | / | -37 | 1 | -6 | 6 | /
46 | O=C(NCC1CCOCC1)C1Cc2c(-c3ccccc3Oc3ccccc3)ccnc2O1 (configuration not stated) | 18 | -1 | -1 | 28 | 2 | / | -4 | -3
47 | COc1ccc(CN(C)C[C@H]2Oc3ccc(NC(=O)Cc4cn(C)c5ccccc45)cc3C(=O)N([C@@H](C)CO)C[C@H]2C)cc1 | 5 | 2 | 60 | / | 3 | 1 | -7 | -2[16.7 µM]
48 | CCc1ccc(S(=O)(=O)/N=C2\C=C(Nc3cccc(C(=O)O)c3)C(=O)c3ccccc32)cc1 | -25 | -112 | 0 | 3 | 100* | / | -87 | 1
49 | CCC(=O)Nc1ccc2c(c1)C(=O)N(C)[C@H]1CC[C@@H](CC(=O)N[C@@H](C)c3ccccc3)O[C@H]1CO2 | 18 | -8 | 13 | -8 | 0 | 4 | 10 | 4[16.7 µM]
50 | Cc1nc(SCC(=O)c2cc3ccccc3oc2=O)c(C#N)c(-c2cccs2)c1C(=O)Nc1ccccc1 | 12 | 6 | / | -2 | -1 | / | 3 | /
